RXFP1 antagonist – antagonists of human relaxin receptor RXFP1. Q9HBX9. 0.59% of 350,000 active. activity change, negative = inhibition, % at 57.5 µM. HEK293-RXFP1, relaxin-stimulated cAMP HTRF, 30 min; stronger effect = lower value. AID 1259400;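 active = activity change of -60% or lower, but not beyond a set lower limit; inconclusive = change between -60% and -40%, or beyond the set limit; inactive = change above -40%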
Target sequence (Q9HBX9 whole entry, looked up): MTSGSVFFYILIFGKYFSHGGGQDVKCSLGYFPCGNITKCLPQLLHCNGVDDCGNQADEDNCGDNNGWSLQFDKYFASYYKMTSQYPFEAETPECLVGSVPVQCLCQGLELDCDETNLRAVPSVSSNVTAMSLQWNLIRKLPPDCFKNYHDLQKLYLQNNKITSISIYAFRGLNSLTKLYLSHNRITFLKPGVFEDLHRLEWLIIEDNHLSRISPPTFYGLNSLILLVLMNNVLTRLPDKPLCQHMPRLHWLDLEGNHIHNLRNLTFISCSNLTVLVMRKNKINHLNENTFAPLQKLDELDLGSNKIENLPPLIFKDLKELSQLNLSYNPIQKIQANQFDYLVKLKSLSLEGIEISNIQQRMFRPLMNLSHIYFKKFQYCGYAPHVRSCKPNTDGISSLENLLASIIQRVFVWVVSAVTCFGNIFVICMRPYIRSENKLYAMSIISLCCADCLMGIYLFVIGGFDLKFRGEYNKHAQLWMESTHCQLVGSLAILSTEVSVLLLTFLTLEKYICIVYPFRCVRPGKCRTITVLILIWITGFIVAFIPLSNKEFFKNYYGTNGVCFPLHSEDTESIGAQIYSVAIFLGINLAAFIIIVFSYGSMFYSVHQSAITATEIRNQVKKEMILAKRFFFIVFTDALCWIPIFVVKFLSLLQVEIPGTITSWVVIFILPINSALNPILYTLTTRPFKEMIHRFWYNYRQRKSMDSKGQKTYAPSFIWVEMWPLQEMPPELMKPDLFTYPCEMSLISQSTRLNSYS
Active calls of the source: *; ? = inconclusive. % is set by controls: 0 for no effect and ±100 for the full control effect.

The opening three records, ahead of the listing:
SMILES	RXFP1 antagonist
C[C@]12C/C(=C/O)C(=O)C[C@@H]1CC[C@@H]1[C@@H]2CC[C@@]2(C)[C@H]1CC[C@]2(C)O	-99.1*
CC1=CC2OC3CC4OC(=O)C=CC=CC(C(C)O)OCC(O)C5(C)OC5C(=O)OCC2(CC1O)C4(C)C31CO1 (centres undefined)	3.8
O=C(Cc1ccccc1)N1CCN(Cc2ccc(Cl)cc2)CC1	-1.3

The listing, from the first entry:
SMILES	RXFP1 antagonist
C[C@]12C/C(=C/O)C(=O)C[C@@H]1CC[C@@H]1[C@@H]2CC[C@@]2(C)[C@H]1CC[C@]2(C)O	-99.1*
CC1=CC2OC3CC4OC(=O)C=CC=CC(C(C)O)OCC(O)C5(C)OC5C(=O)OCC2(CC1O)C4(C)C31CO1 (centres undefined)	3.8
O=C(Cc1ccccc1)N1CCN(Cc2ccc(Cl)cc2)CC1	-1.3
COc1ccc(OC(=O)N(C)C[C@@H]2OCc3ccccc3-c3c(n(C)c4ccccc34)C(=O)N([C@H](C)CO)C[C@@H]2C)cc1	10.8
CCN1C(=O)CC(=O)N(CC)C1=S	-2.4
O=C1NC2C(=CC(O)C(O)C2O)c2cc3c(c(O)c21)OCO3 (centres undefined)	-3.7
O=C(Nc1cccc2ccccc12)N1Cc2ccccc2-n2nncc2C1	-0.2
CC1COC2(c3ccccc3Cl)c3cc(Cl)ccc3NC(=O)CN12 (centres undefined)	-35.6
C=C1C(C)C2C(Cc3ccccc3)NC(=O)C23OC(=O)/C=C/C(O)CCCC(C)C/C=C/C3C1O (centres undefined)	8.3
ClCCN(CCCl)c1ccc(C2=NCCc3ccccc32)cc1	-23.3
C#CCOC(C(=O)OCCN(C)C)(c1ccccc1)c1ccccc1	-7.3
Cc1cccc(N2CCC3(CC2)C(=O)NC(=O)NC3=O)c1	6.4
C[C@@H]1CN([C@H](C)CO)C(=O)CCCn2cc(nn2)CO[C@H]1CN(C)C(=O)Oc1cccc2ccccc12	8.6
C[C@]12CCC3C(CC[C@H]4C[C@@H](O)CC[C@]34C)C1C[C@@H](O)[C@]2(C)O (some centres undefined)	16.3
COc1cc([N+](=O)[O-])c2nc(C)ccc2c1[N+](=O)[O-]	-7.7
C[C@]1(O)CCC2C3CC[C@@H]4CC(=O)CC[C@]4(C)C3CC[C@@]21C (some centres undefined)	-10.8
Nc1nc(N)nc(NC2CC2)n1	14.9
CC(CC(C)(C)N1CC1)=NO	-4.9
Cc1c(C)c2ccc(OCC(=O)N3CCN(Cc4ccccc4)CC3)cc2oc1=O	2.7
C[C@]12CC[C@@H](O)CC1=CCC1C2CC[C@@]2(C)C1C[C@@H](F)[C@@H]2O (some centres undefined)	-7.0
CC[N+]1(CC)CCC(OC(=O)C(O)(c2ccccc2)c2ccccc2)C1 (centres undefined)	9.9
CCOC(=O)C1(c2ccccc2)CCN(CC(=O)c2ccc(NC(C)=O)cc2)CC1	2.1
C[C@]12CCC3C(CC[C@H]4C[C@H](OC(=O)c5cccnc5)CC[C@]34C)C1CCC2=O (some centres undefined)	?
CC1(O)CCC2C3CCC4=CC(=O)CCC4(C)C34OC4CC21C (centres undefined)	1.2
CN(c1ccc(O)cc1)c1ccc([N+](=O)[O-])c2nonc12	-1.3
O=C(NN=Cc1ccc(N(CCCl)CCCl)cc1)c1cccc([N+](=O)[O-])c1	-5.2
CCCCC/C=C\C/C=C\C/C=C\C/C=C\CCCC(=O)NCC(=O)O	?
C[C@@H]1CN([C@@H](C)CO)C(=O)CCCn2nncc2CO[C@H]1CN(C)C(=O)Oc1ccccc1	4.9
Clc1ccccc1CNCCc1c[nH]c2ccccc12	-7.1
CN(C)c1ccc(C=C2C(=O)NC(=O)NC2=O)cc1	-2.9

Looked up one by one from the list above, 5 records:
SMILES	RXFP1 antagonist
C[C@@H]1CN([C@@H](C)CO)C(=O)CCCn2nncc2CO[C@H]1CN(C)C(=O)Oc1ccccc1	4.9
CC1=CC2OC3CC4OC(=O)C=CC=CC(C(C)O)OCC(O)C5(C)OC5C(=O)OCC2(CC1O)C4(C)C31CO1 (centres undefined)	3.8
CC1(O)CCC2C3CCC4=CC(=O)CCC4(C)C34OC4CC21C (centres undefined)	1.2
C#CCOC(C(=O)OCCN(C)C)(c1ccccc1)c1ccccc1	-7.3
CCCCC/C=C\C/C=C\C/C=C\C/C=C\CCCC(=O)NCC(=O)O	?

(further entries)
SMILES	RXFP1 antagonist
CN1C(=O)C[N+]([O-])=C(c2ccccc2)c2cc(Cl)ccc21	13.2
Cc1noc(C)c1CSCC(=O)Nc1ccc(C#N)c(Cl)c1	9.2
COc1cc2c(cc1OC)C13CCN4CC5=CCOC(CC(=O)O)C(C5CC41)C3N2 (centres undefined)	-4.2
COc1cc2cc(C(=O)N3CC(COS(C)(=O)=O)c4ccc(O)cc43)[nH]c2c(OC)c1OC (centres undefined)	-7.6
Cc1ccccc1O	11.4
CC1=CC2OC3CC4OC(=O)C=CC=CC(C(C)O)OCC(O)C(C)CC(=O)OCC2(CC1O)C4(C)C31CO1 (centres undefined)	-1.9
C[C@@H]1CN([C@@H](C)CO)C(=O)CCCn2cc(nn2)CO[C@H]1CN(C)C(=O)Oc1ccc2ccccc2c1	-5.9
N#Cc1ccc(CN2Cc3ccccc3-n3nncc3C2)cc1	4.8
CS(=O)(=O)c1ccc(C2=C(CNC(=O)c3cccs3)[C@H]3CC[C@@H](C2)N3Cc2ccccc2)cc1	5.9
O=[N+]([O-])c1ccc(N2CC2)c([N+](=O)[O-])c1	0.9

Brought forward from above: five compounds; new compounds follow.
SMILES	RXFP1 antagonist
CC1=CC2OC3CC4OC(=O)C=CC=CC(C(C)O)OCC(O)C(C)CC(=O)OCC2(CC1O)C4(C)C31CO1 (centres undefined)	-1.9
C[C@@H]1CN([C@@H](C)CO)C(=O)CCCn2cc(nn2)CO[C@H]1CN(C)C(=O)Oc1ccc2ccccc2c1	-5.9
N#Cc1ccc(CN2Cc3ccccc3-n3nncc3C2)cc1	4.8
CS(=O)(=O)c1ccc(C2=C(CNC(=O)c3cccs3)[C@H]3CC[C@@H](C2)N3Cc2ccccc2)cc1	5.9
O=[N+]([O-])c1ccc(N2CC2)c([N+](=O)[O-])c1	0.9
Nc1ccc(Cl)cc1	16.9
CC1([N+](=O)[O-])COP(=O)(Nc2cccc(F)c2)OC1 (centres undefined)	-5.2
O=C1NC(=O)C2(CCN(S(=O)(=O)c3ccccc3)CC2)C(=O)N1	-9.6
COc1cccc2c1N=C1CCCC3CN(C(C)=O)CCC123 (centres undefined)	6.5
CN/C=C(/Cl)P(=O)(OC(C)C)OC(C)C	-6.6
CC1(C)CC2CCC(O)C2C(CCO)N1 (centres undefined)	-9.5
CC1(C(=O)O)CC12c1ccccc1-c1ccccc12 (centres undefined)	-5.5
CC[C@H]1C[C@H]2[C@@H]3CCC4=CC(=O)CC[C@@H]4[C@H]3CC[C@]2(C)[C@H]1O	-9.9
Cc1c(Cl)c(=O)oc2cc(OP(=O)(OCCCl)OCCCl)ccc12	-3.4
CCCCC1C(=O)NC(=O)N(C2CCCCC2)C1=O (centres undefined)	-10.8
Cc1ccc(Cl)c(O)c1	2.2
Oc1c(Cl)cccc1Cc1cc(Cl)cc(Cl)c1O	-109.6*
Cc1cccc(-n2c(CN3C(=O)c4ccccc4C3=O)nc3ccccc3c2=O)n1	5.4
COC(/C(C)=C/C=C/C(C)=C/c1coc(C)n1)C(C)C1CC(O)C2(C)OC2C=CC(C)C2CC(CC(=O)O2)CC2OC2C(=O)O1 (centres undefined)	-1.4
CSc1ccc(CN2CCN(C(=O)Cc3ccccc3)CC2)cc1	0.8
CC#C[C@]1(O)CC[C@H]2[C@@H]3C[C@H](C)C4=CC(=O)CC[C@]4(C)[C@H]3CC[C@@]21C	?
C(=NN1CCCCCC1)c1c[nH]c2ccccc12	-19.6
CC1(C(=O)O)CCCC2(C)c3cc(O)ccc3CCC12 (centres undefined)	1.5
CC1=C(C)CC2(C(=O)NC(=S)NC2=O)C(C)C1 (centres undefined)	6.5
O=C(OCc1ccccc1)N1CCC2CC1c1cc(N3Cc4ccccc4-n4nncc4C3)ccc12 (centres undefined)	-7.0
COc1cc(CC#N)cc(OC)c1OC	-4.8
Cc1nc(C)c(C(=O)NN=Cc2ccc(N(CCCl)CCCl)cc2)s1	-13.2
CCOC(=O)c1ccccc1N	1.7
C[C@@H]1CN([C@@H](C)CO)C(=O)CCCn2nncc2CO[C@@H]1CN(C)C(=O)Oc1ccccc1	-3.3
CCCC[n+]1cc(=N)o[n-]1	7.0
NN=C1C(Cl)=C(Cl)C(Cl)=C1Cl	6.7
C[C@H]1CN([C@@H](C)CO)C(=O)CCCn2nncc2CO[C@H]1CN(C)C(=O)Oc1ccccc1	-9.8
CCC1(CC)COP(=O)(OCC(Cl)CCl)OC1 (centres undefined)	-4.5
CN1C(=O)C(C)(C2=CCCCC2)C(=O)NC1=S (centres undefined)	-10.7
C[C@H](CO)N1C[C@H](C)[C@@H](CN(C)C(=O)Oc2cccc3ccccc23)OCc2cn(nn2)CCCC1=O	8.7

An excerpt of these results, comma-delimited.
structure,RXFP1 antagonist
COc1cc(CC#N)cc(OC)c1OC,-4.8
Cc1nc(C)c(C(=O)NN=Cc2ccc(N(CCCl)CCCl)cc2)s1,-13.2

Additional records:
SMILES	RXFP1 antagonist
NC(=O)OCCCc1ccccc1	10.8
CC1C(c2ccccc2)OC(=O)N1C (centres undefined)	4.0
C[C@H](CO)N1C[C@H](C)[C@@H](CN(C)C(=O)Oc2ccc3ccccc3c2)OCc2cnnn2CCCC1=O	5.8
O=P(Oc1ccc(-c2ccccc2)cc1)(N1CC1)N1CC1	-11.0
CSc1ncc(Br)c(N2CC2)n1	2.8
Fc1ccc(NC(=S)N2Cc3ccccc3-n3nncc3C2)cc1	-4.7
Cc1ncoc1C(=O)NCC1=C(c2ccc(S(C)(=O)=O)cc2)C[C@@H]2CC[C@H]1N2Cc1ccco1	7.9
CCN[C@@H](C)Cc1ccccc1	15.9
CC(=O)OC1CC[C@@]2(C)C(=CC(=O)C3C4CCC(OC(C)=O)[C@@]4(C)CCC32)C1 (some centres undefined)	-2.9
CC(C)CN1Cc2ccccc2-n2nncc2C1	-0.9
CC1([N+](=O)[O-])COP(=O)(NC2CC2)OC1 (centres undefined)	0.1
ClCCCN1CCN(c2cccc(Cl)c2)CC1	13.6
c1ccc(CN2Cc3ccccc3-n3nncc3C2)cc1	-1.5
Nc1ccc(-c2ccccc2)cc1	-4.0
CCOc1ccc(N)cc1	-8.5
COc1ccc(OC(=O)N(C)C[C@H]2OCc3cnnn3CCCC(=O)N([C@H](C)CO)C[C@H]2C)cc1	8.2
O=C1CN2CCOC2(c2ccccc2Cl)c2cc(Cl)ccc2N1 (centres undefined)	-8.2
COC(=O)C1=C(c2ccc(OCc3ccccc3)cc2)C[C@@H]2CC[C@H]1N2C(=O)NCc1cccc(F)c1	-10.3
CCOP(=S)(OCC)N1CC1	-10.9
COc1ccc2[nH]cc(CCN(C(C)C)C(C)C)c2c1	-23.6
C1=NCCCN2CCCCC12 (centres undefined)	0.0
CSc1ccccc1NP1(=O)OCC(C)([N+](=O)[O-])CO1 (centres undefined)	-1.2
CC(Cc1ccc2c(c1)OCO2)NO (centres undefined)	13.8
COc1ccc(OC(=O)N(C)C[C@H]2OCc3cnnn3CCCC(=O)N([C@@H](C)CO)C[C@H]2C)cc1	6.9
O=S(=O)(c1cccc(C(F)(F)F)c1)N1Cc2ccccc2-n2nncc2C1	4.6
CC(CC(C#N)(c1ccccc1)c1ccccc1)N(C)C (centres undefined)	11.4
Cc1nc2ccsc2c(=O)n1-c1ccccc1Cl	-10.1
C[C@]12C[C@@H](O)[C@H](O)CC1=CCC1C2CC[C@]2(C)C(=O)CCC12 (some centres undefined)	0.7
CS(=O)(=O)c1ccc(C2=C(CNC(=O)c3ccncc3)[C@H]3CC[C@@H](C2)N3Cc2ccco2)cc1	5.2
CC(=O)OC1CCC2(C)C(CCC3C4CC(N5CC5)C(C(C)=O)C4(C)CC(=O)C32)C1 (centres undefined)	-3.9
COc1ccc(S(=O)(=O)N2Cc3ccccc3-n3nncc3C2)cc1	1.8
COc1ccc2c(c1)NP(=S)(c1ccccc1)N2C (centres undefined)	-9.7
COC(=O)C1=C(c2ccc(OCc3ccccc3)cc2)C[C@@H]2CC[C@H]1N2C(=O)NCc1ccc(Cl)cc1	-0.9
C=C(C)[C@@]12OC3(c4ccccc4)O[C@@H]1C1[C@@H]4O[C@]4(CO)[C@@H](O)[C@]4(O)C(=O)C(C)=C[C@H]4[C@@]1(O3)[C@H](C)[C@H]2OC(=O)/C=C/C=C/c1ccccc1 (some centres undefined)	15.1
Cc1ccc(OC(=O)N(C)C[C@H]2OCc3cnnn3CCCC(=O)N([C@H](C)CO)C[C@@H]2C)cc1	1.7
CN(C)Cc1c[nH]c2ccc([N+](=O)[O-])cc12	-10.0
Cn1cc(C2=C(c3cn(C4CCN(Cc5ccccn5)CC4)c4ccccc34)C(=O)NC2=O)c2ccccc21	-18.0
O=C(NCC1=C(c2ccc3ccccc3c2)C[C@@H]2CC[C@H]1N2Cc1ccco1)c1ccncc1	3.5
c1coc(CN2Cc3ccccc3-n3nncc3C2)c1	-4.9
COc1ccc(C2=CC(c3ccc4c(c3)OCO4)c3c(c4ccccc4oc3=O)O2)cc1OC (centres undefined)	-0.6
C=C(C)CC1(CC)C(=O)NC(=S)NC1=O	5.2
N#Cc1c(Br)n(C2OC(CO)C(O)C2O)c2ncnc(N)c12 (centres undefined)	4.7
C=CCN(CC=C)C(=O)CCN1CC1C (centres undefined)	5.3

Assay outcomes from PubChem.

Some of the compounds tested; rates above refer to the full screens.
